Pf Dd2 inh = inhibitors of Plasmodium falciparum Dd2 growth. actives 4.3% (n = 120,000). Potency, µM (doses to about 28.9 µM), for inactives: at the highest dose activity, negative = inhibition, most hits filed as inhibitors. AID 1347417. P. falciparum Dd2 growth, SYBR Green, 72 h; active means well fitted inhibition curve with a large enough effect; inconclusive means small, poorly fitted or top-dose-only effect; inactive means no such curve, though single readings can be large or run the other way;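 further: plate controls were DMSO vehicle for no effect and reference drug for full effect; nearly all actives have a fitted effect of over 65% in size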
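Infected erythrocytes (Dd2, 0.3% parasitemia, 2.5% hematocrit final) are added to compound in RPMI-1640/Albumax II medium, grown 72 h at 37C in low oxygen, then lysed with saponin/Triton-X containing SYBR Green and read by fluorescence.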
* = called active by the depositor; i = inactive; ? = inconclusive; [ ] = dose if it differs, or a comment. Potency means the concentration at half of the fitted maximal effect.

structure	Pf Dd2 inh
CC(=O)C1=C(c2cccc([N+](=O)[O-])c2)N(C(C)=O)n2c(nnc2-c2ccc(C)cc2)S1	15.1%
O=C(c1ccccc1)N1C[C@@H]2C[C@H](C1)c1c(-c3cncnc3)ccc(=O)n1C2	-7.3%[44.1 µM]
CC(=O)N1CC2(CCN(Cc3cccc(C(N)=O)c3)C2)Cc2ccccc21 (stereo not drawn)	-18.5%
Cc1ccc(-n2c(C3CCN(C(=O)c4ccc(F)cc4)CC3)n[nH]c2=O)cc1	-9.2%
COc1ccccc1NC(=O)N1CCC(N2CC3CC(C2)[C@H]2CCCC(=O)N2C3)CC1 (stereo partly drawn)	-12.6%
COCc1nncn1C1CCN(S(=O)(=O)c2ccc(C)c(Cl)c2)CC1	?
Cc1ncccc1C(=O)N1CCC(Oc2ccc(-c3noc(-c4ccccc4)n3)cc2)C1 (stereo not drawn)	?
Cc1ccccc1C(=O)N[C@@H]1CN(C)C[C@H]1CN(C)C	6.2%
COCCc1noc(-c2ccccc2OC2CN(C(=O)CC(C)C)C2)n1	?
O=C(COc1ccc(Cl)cc1)Nc1cccc(-c2nnc3n2CCCC3)c1	3.16µM*
CCc1nn(CCCC(=O)NCc2ccc(OC(C)C)cc2)c(=O)c2cc3occc3n12	6.5%
Cc1cccc2[nH]c(CCNC(=O)C3[C@H]4CN(C5CCCC5)C[C@@H]34)nc12 (stereo partly drawn)	-5.5%

Exported field by field: part of the list above
Cc1ccc(-n2c(C3CCN(C(=O)c4ccc(F)cc4)CC3)n[nH]c2=O)cc1
  Pf Dd2 inh: -9.2%
Cc1cccc2[nH]c(CCNC(=O)C3[C@H]4CN(C5CCCC5)C[C@@H]34)nc12 (stereo partly drawn)
  Pf Dd2 inh: -5.5%

(more compounds)
structure	Pf Dd2 inh
COC(=O)c1ccc(NC(=O)Cn2c(=O)oc3ccccc32)cc1	71.3%[activator]
CC1CCCN(c2ncnc3c2CN(c2ccccc2)C(=O)N(C)C3)C1 (stereo not drawn)	-13.0%
CN(C)CCN(C)C[C@@H]1CN(C(=O)c2ccc(=O)n(C)c2)C[C@@H]1CO	-1.2%
Cc1ccc(-n2c(=O)c3oc4ccccc4c3n(Cc3cccc(F)c3)c2=O)cc1C	?
O=C(Nc1ccc(C(F)(F)F)cc1)C1(c2cccs2)CCOCC1	22.4%
O=c1[nH]c(N2CCOCC2)nc2c1CCN(Cc1cc(F)ccc1F)CC2	-19.2%[5.79 µM]
Cc1cc(C)c2c(n1)SCCN2C(=O)Nc1ccc(C(=O)Nc2cc(Cl)ccc2C)cc1	22.3%
N#Cc1cccc(-c2cn3c(n2)N(C(=O)c2ccncc2)CCC3)c1	i
CC(=O)N1CCN(Cc2ccc(OCCCN3CCOCC3)cc2)CC1	3.0%
O=C1Cc2c(-c3ccsc3)n[nH]c2CN1CC1CCOCC1	21.1%[44.1 µM]
CN(CC1CCOC1)C(=O)c1ccc(F)cc1Cl (stereo not drawn)	i[5.79 µM]
O=C(Nc1nonc1-c1ccc(Br)cc1)c1ccco1	23.4%

Further results follow.
structure	Pf Dd2 inh
CC(C)NC(=O)N1CCOc2ccc(CCC(N)=O)cc2C1	28.3%
Cc1ccc(NC(=O)Cn2ccn3nc(-c4ccc(F)cc4)c(CO)c3c2=O)cc1C	-20.6%
CCNC(=O)[C@@H]1C[C@H](NC(=O)c2cc(C)on2)CN1Cc1cnn(CC)c1	2.8%
COCCNc1nc2c(S(=O)(=O)c3ccc(C)c(C)c3)nnn2c2ccccc12	?
CN(C)Cc1cc(CC2(NCc3ccc4c(c3)OCO4)COC2)no1	-9.5%[44.1 µM]
COc1cccc(S(=O)(=O)N2CCCCC2c2nc(C3CC3)n[nH]2)c1 (stereo not drawn)	-16.9%
COc1c(Cl)cc(Cl)cc1C(=O)Nc1cccc(-c2nc3ccccc3o2)c1C	4.2%
COc1ccccc1/C=C(\C#N)c1nc(-c2cc3ccccc3oc2=O)cs1	i
O=C(NCC1CCCN(Cc2cccc(-c3ccco3)c2)C1)c1cccs1 (stereo not drawn)	?
COc1cc(OC)c(NC(=O)Cn2c(=O)cc(C(F)(F)F)c3c(C)nn(C)c32)cc1Cl	27.9%
CN(Cc1ccccc1C(F)(F)F)C(=O)Nc1ccccc1	?
CC(C)(CC(=O)O)CC(=O)N1CC[C@H]2NC(=O)N(c3ccccc3)C(=O)[C@H]21	21.4%[44.1 µM]

Of the compounds above, these have a furan ring, fused or not.
structure	Pf Dd2 inh
CCc1nn(CCCC(=O)NCc2ccc(OC(C)C)cc2)c(=O)c2cc3occc3n12	6.5%
Cc1ccc(-n2c(=O)c3oc4ccccc4c3n(Cc3cccc(F)c3)c2=O)cc1C	?
O=C(Nc1nonc1-c1ccc(Br)cc1)c1ccco1	23.4%
O=C(NCC1CCCN(Cc2cccc(-c3ccco3)c2)C1)c1cccs1 (stereo not drawn)	?

Next section.
structure	Pf Dd2 inh
CCOCc1nc(C2CCCN(C(=O)c3ccc(C)cc3)C2)no1 (stereo not drawn)	11.1%
CN(C)c1ccc(CN2CCn3c(nnc3-c3ccncc3)C2)cc1	9.9%
CCN(C(=O)CSc1nc(-c2ccc(C(C)C)cc2)no1)c1cccc(C)c1	0.891µM*
O=C(NCCc1ccccc1)c1ccc(CSc2nc3ccncc3n2Cc2cccc(F)c2)cc1	4.47µM*
COc1ccc(CNC(=O)c2cc3c(n2C)CCN(Cc2ccccc2)C3)cc1OC	-26.2%
C=Cc1ccc(Cn2c(=O)cc(C)c3c(C)nn(-c4ccccc4)c32)cc1	-8.0%
COc1ccc(CCc2nc3nccc(-c4ccco4)n3n2)cc1OC	i
COC(=O)C1=C(C)N=C2SC=C(CC(=O)N3CCCC3)N2C1c1ccccc1OC (stereo not drawn)	?
Cc1nc(-c2ccc(C(F)(F)F)cc2)cc([C@H]2CN3CC[C@H]2C[C@@H]3CNC(=O)C(C)(C)C)n1	?
CCc1ccc(CNC(=O)CN2C(=O)NC3(CCS(=O)(=O)CC3)C2=O)cc1	?
Cc1cc(C(=O)N[C@H](C)c2onc(-c3ccc(F)cc3)c2C(=O)O)c(C)o1	24.7%[44.1 µM]
Cc1ccc(OCC(=O)Nc2ccc(OCc3cc(=O)n4ccsc4n3)cc2)cc1	-20.1%

(listing goes on)
structure	Pf Dd2 inh
CCOc1ccc(-c2cc(C(=O)NC(C)c3ccccc3)c3ccccc3n2)cc1 (stereo not drawn)	?
O=C(Nc1sc2c(c1C(=O)NCC1CCCO1)CCCC2)c1cc(=O)c2ccccc2o1 (stereo not drawn)	17.5%
COc1ccc(-c2nsc(NC(=O)c3oc4ccccc4c3C)n2)cc1	32.6%[activator]
Cc1ccc(-n2c(C)cc(C(=O)C(=O)Nc3ccccc3)c2C)c(C)c1	5.01µM*
Cn1nccc1CN1CCC2(CC1)CN[S+](=O)([O-])c1ccccc1N2	-0.2%
Cc1ccccc1NC(=O)c1ccc(F)c(S(=O)(=O)N(C)Cc2ccccc2)c1	18.6%
Cc1ccc(S(=O)(=O)N2CCCC(Cn3c(C)nc4cccnc43)C2)cc1C (stereo not drawn)	?
COc1ccc2nc([C@H]3CCN(Cc4ccncc4)C3)[nH]c2c1	i
O=C(O)C[C@@H]1CCN(C(=O)Nc2ccccc2)C[C@@H]1CC1=NCCc2cc(F)ccc21	i
CCc1nc2c(c(-c3ccc(O)cc3)n1)CCN(C(=O)c1ccc(OC)cc1)CC2	i
Oc1ccc(-c2nc3ccc(Cl)cn3c2Nc2ccc(Cl)cc2)cc1	?
COCCN1C(=O)CS(=O)C12CCN(C(=O)Nc1cccc(F)c1)CC2 (stereo not drawn)	8.2%

The results go on:
structure	Pf Dd2 inh
CCOc1ccc(CCNC(=O)CCCc2nnc3n(C)c(=O)c4sccc4n23)cc1OCC	13.9%
C=CCOc1ccc(CNC2CCN(S(C)(=O)=O)CC2)cc1CC=C	?
COc1ccc(O[C@H]2COCCN(C(=O)c3ccc(C(F)(F)F)cc3)C2)cc1	-4.4%[44.1 µM]
COc1ccc(Cl)cc1C(=O)Nc1nnc2n1CCS2	-2.2%
CCOc1ccc(OCC(=O)Nc2c(C(=O)Nc3ccc(C)cc3)oc3ccccc23)cc1	-4.5%
CCOc1ccc(CNS(=O)(=O)c2ccc(-c3cc(C(F)(F)F)on3)s2)cc1	39.4%[activator]
CCN1CCCCC12Cc1ccccc1CN(C(=O)Cc1ccccc1)C2 (stereo not drawn)	?
COC(=O)[C@@H]1C[C@@H](NC(=O)c2ccc(-c3nnn(C)n3)cc2)CN1C	-7.7%
O=C(Nc1ccc(C(=O)OCc2cc(=O)n3c4c(sc3n2)CCCC4)cc1)c1ccc(Cl)cc1	i
COc1ccc(NC(=O)O[C@@H]2CO[C@H]3[C@@H]2OC[C@@H]3NS(=O)(=O)c2ccc3ccccc3c2)cc1	?
COc1ccc(CCC(=O)N2CCC3(CC2)N(C)C(=O)CS3=O)cc1 (stereo not drawn)	8.0%
COCCNC(=O)CN1C(=O)CCn2nc(-c3cn(C)c4ccccc34)cc21	65.1%[activator]

New compounds follow:
structure	Pf Dd2 inh
O=C(Nc1cccc(F)c1)N1CCCC1c1nc(C2CCOCC2)no1 (stereo not drawn)	-16.5%
N#Cc1ccccc1NC(=O)C(=O)NCCc1csc(-c2ccc(F)cc2)n1	-11.6%
COCCN[C@H]1[C@@H]2OC[C@@H](O2)[C@@H](NCc2ccccn2)[C@@H]1O	-6.3%[44.1 µM]
CCOc1ccc(NC(=O)N2CCN(c3ccc(Cl)c(Cl)c3)CC2)cc1	-3.6%
Cc1ccc(CNC(=O)c2nnc(Cc3cccc(F)c3)o2)cc1	-16.9%[0.594 µM]
CC(C)c1ccc(CN2CCc3c(n(Cc4ccccc4)n(-c4ccccc4)c3=O)C2)cc1	?
COc1ccc(C(C)NC(=O)CN2C(=O)NC3(CCOCC3)C2=O)cc1 (stereo not drawn)	-2.5%
O=C(N[C@H]1CO[C@H]2[C@@H]1OC[C@@H]2n1nnnc1-c1ccccc1)C1CC1	-4.6%[44.1 µM]
CC(C)OCCCNC(=O)CCC1CCN(C(=O)c2ccccc2)CC1	0.9%
COc1cccc(OCc2nc(C(=O)N3CCC4(CC3)CNC(=O)O4)co2)c1	0.5%
Cc1ccc(N(CC(=O)N2CCN(c3cccc(Cl)c3)CC2)S(=O)(=O)c2c(C)noc2C)cc1	?
COCCCNc1nc2c(S(=O)(=O)c3ccc(C)cc3)nnn2c2ccccc12	0.4%

(more compounds)
structure	Pf Dd2 inh
Cc1ccc(S(=O)(=O)N2C[C@H](F)C[C@@H]2C(=O)N2CCOCC2)cc1Cl	-23.2%
COCCn1c(C)cnc1CCNC(=O)NCCc1ccccc1	-3.6%
COc1ccc(CN2C[C@@H](F)[C@@H](OCc3nc4ccncc4[nH]3)C2)cc1	-22.9%[44.1 µM]
COc1ccc(C(=O)N2C[C@@H](Oc3ccccc3)C[C@@H]2C(=O)N2CCOCC2)cc1	-18.5%
COc1ccc(CNC(=O)C(=O)NCC(c2ccco2)S(=O)(=O)c2ccc(C)cc2)cc1 (stereo not drawn)	i
O=C(CCCc1c[nH]c2ccccc12)NCC(=O)N1CCCCCNC(=O)CC1c1ccccc1 (stereo not drawn)	?
CNC(=O)[C@@H]1CN(C(=O)c2sc(C)nc2C)C[C@H]1c1n[nH]c(C)n1	24.2%
O=C1NCCCCCN(C(=O)NC2CCCCC2)[C@@H]2C[C@@H](C(=O)N3CCc4ccccc4C3)C[C@H]12	8.91µM*
Cc1ccc(S(=O)(=O)c2cnc(SCC(=O)Nc3ccc4c(c3)OCCO4)[nH]c2=O)cc1C	23.9%
COc1ccc(N2CCC(N)C2=O)cc1 (stereo not drawn)	-11.0%
COCCn1c(C)cnc1C1CCN(C(=O)C2CCC2)C1 (stereo not drawn)	-4.7%
CCCNC(=O)C(NC(=O)c1cccc(OC)c1)C1CCN(C(=O)c2ccccc2F)CC1 (stereo not drawn)	i

The results go on:
structure	Pf Dd2 inh
Cn1nc(C2CCN(C(=O)c3ccc4ccccc4n3)CC2)c2c1CCOC2	6.3%[5.79 µM]
Cn1c(C(=O)NCCN2CCCCC2)cc2c1CCN(Cc1cccc(F)c1)C2	?
CCc1ccc2oc(-c3cc(NC(=O)c4cccnc4)cc(C)c3O)nc2c1	?
CN1C[C@@H]2CCCN3CCC[C@@H]([C@H]23)[C@H]1CCCC(=O)NC1CC1	i
COc1ccc(NC(=O)c2ccc3c(c2)N(C)C2CCCCN2C3=O)c(OC)c1 (stereo not drawn)	?
COCCCN1C(=O)N(Cc2nncn2C(C)C)C(=O)C12CCNCC2	-16.1%
CC(C)c1nncn1C1CCN(S(=O)(=O)c2cccc(Br)c2)CC1	-11.7%
COc1ccc(CN2C(=O)C3(CCOCC3)CC2c2nnnn2C(C)(C)C)c(OC)c1 (stereo not drawn)	-22.1%
FC(F)(F)CN1C2CCC1CN(c1cncc(Cl)n1)C2	4.2%
NC(=O)[C@H]1CCCN1Cc1c(C(=O)N2CCCCCCC2)nc2sccn12	-12.5%
CCOC(=O)Cn1c(=O)oc2cc(S(=O)(=O)N3CCN(c4cc(C)ccc4C)CC3)ccc21	-13.6%
CN1C[C@H](NCc2cccc3c2OCO3)CCC[C@@H](C(=O)NCc2cc(F)cc(F)c2)CC1=O	?

Continued.
structure	Pf Dd2 inh
Cc1nn(C)c(C)c1-c1cc(C(=O)N[C@H]2CC[C@H]2NC(C)C)n(C)n1	i
Cc1ccc2nc(-c3ccc(O)cc3)c(Nc3ccc4c(c3)OCO4)n2c1	-15.3%
CC1=C(C(N)=O)C(c2ccccc2F)n2nc(-c3ccc(Cl)cc3)nc2N1 (stereo not drawn)	-12.9%
Cc1cccc(NC(=O)Cn2c(N(C)Cc3ccccc3)nc(C)cc2=O)c1	5.01µM*

Screening results as filed in PubChem.

Only part of the results is shown; the hit share may differ from the screen's.
